GRK2 inh – compounds blocking aptamer binding on GRK2 – biochemical, human GRK2, bead flow cytometry, HTS, primary screen. Beta-adrenergic receptor kinase 1 (Homo sapiens), P25098. FAM-aptamer displacement from GRK2. inhibition of aptamer binding, % at 10 µM. 330,000 compounds, 0.59% hits. AID 488847, 2010;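 active means inhibition of aptamer binding above 40%, roughly 3 SD of noise, on plates passing a quality check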;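 further: median bead fluorescence of bound FAM aptamer so fluorescent compounds give negative values; no value below 0 was filed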
Target sequence (P25098 whole entry, looked up): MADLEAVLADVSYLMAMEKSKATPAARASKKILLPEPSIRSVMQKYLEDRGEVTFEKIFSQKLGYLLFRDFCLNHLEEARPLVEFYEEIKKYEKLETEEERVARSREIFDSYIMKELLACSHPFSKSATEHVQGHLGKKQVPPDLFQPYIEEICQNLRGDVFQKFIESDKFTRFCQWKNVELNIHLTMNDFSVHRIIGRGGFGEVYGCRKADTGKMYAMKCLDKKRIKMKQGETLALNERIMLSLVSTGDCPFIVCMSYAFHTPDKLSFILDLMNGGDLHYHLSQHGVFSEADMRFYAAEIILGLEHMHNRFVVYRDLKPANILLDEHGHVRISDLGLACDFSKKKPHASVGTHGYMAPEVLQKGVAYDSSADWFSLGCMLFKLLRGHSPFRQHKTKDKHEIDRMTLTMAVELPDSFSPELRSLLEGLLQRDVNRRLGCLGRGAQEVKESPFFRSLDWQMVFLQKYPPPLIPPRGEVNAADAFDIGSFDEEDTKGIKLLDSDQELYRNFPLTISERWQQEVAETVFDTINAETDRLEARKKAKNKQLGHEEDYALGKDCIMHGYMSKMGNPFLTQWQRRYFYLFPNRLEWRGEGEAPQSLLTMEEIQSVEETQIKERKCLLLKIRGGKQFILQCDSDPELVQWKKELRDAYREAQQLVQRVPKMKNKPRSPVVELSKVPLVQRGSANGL
RPL19A TOR yeast – RPL19A-GFP expression modulators in yeast, primary screen, cell-based, S. cerevisiae, multiplex flow cytometry, MLPCN; 330,000 compounds, 0.3% hits; S. cerevisiae RPL19A-GFP strain, 3 h; active compounds read low; percent response vs DMSO, % at 10 µM;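 active means percent response vs DMSO below 50%; inconclusive means fewer than 70 events counted for the yeast strain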;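 further: median channel GFP fluorescence of the barcoded RPL19A-GFP strain; ratio of sample median GFP to plate DMSO average so 100% = DMSO; lower means less RPL19A-GFP as with rapamycin TOR inhibition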
AGP1-GFP MLPCN – modulators of AGP1-GFP expression in yeast TOR pathway, primary screen, cell-based, multiplex flow cytometry, S. cerevisiae, MLPCN library | 3 h; GFP as percent of DMSO wells | 320,000 compounds, 0.02% hits | GFP response vs DMSO, % at 10 µM | AID 2066, 2009;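 active means GFP response relative to DMSO above a set limit, near screen average plus 3 SD, cut at about 150% in these data; inconclusive means fewer than 70 cells counted for the yeast strain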;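 further: median GFP channel fluorescence of the gated AGP1 strain per well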
LAP4 TOR yeast – modulators of LAP4-GFP expression in yeast, primary screen, S. cerevisiae, multiplex flow cytometry, MLPCN library; 3 h; median GFP as percent of DMSO wells; GFP response vs DMSO, % at 10 µM; 320,000 compounds, 0.34% hits; AID 2023, 2009;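 active means GFP response vs DMSO above a set limit, about the screen mean plus 3 SD, cut at about 150% in these data; inconclusive means under 70 cell events counted for the yeast strain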
GASC-1 inh – inhibitors of GASC-1 histone demethylase, primary screen, biochemical, fluorescence, DELFIA europium | Lysine-specific demethylase 4C (Homo sapiens), Q9H3R0 | GST-JMJD2C(1-420) H3K9me3 demethylation | inhibition, % at 2.35 µM | 330,000 compounds, 0.069% hits;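 active means more than half of a compound's replicate wells show inhibition beyond 50%, single wells judged on their own value; inconclusive means some, but no more than half, of replicates pass 50% inhibition; inactive means no replicate passes 50% inhibition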;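 further: signal counts dimethyl H3K9 product captured on neutravidin plate; 0% = median of DMSO wells and 100% = 0.3 times that DMSO median; strong numbers were not always called active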
VLA-4 inh – inhibition in human VLA-4 binding assay, primary screen, VLA-4 allosteric modulator project, MLPCN library, flow cytometry, VLA-4 expressing cells; Integrin alpha-4 (Homo sapiens), P13612; ligand binding flow cytometry; inhibition, % (about 7 µM as worked out from the volumes in the protocol); 330,000 compounds, 0.2% hits; in the data active means inhibition above about 50%
CIT2-GFP yeast – modulators of CIT2-GFP expression in yeast, primary screen, S. cerevisiae, GFP fusion, multiplex flow cytometry, MLPCN library; GFP response vs DMSO, % at 10 µM; S. cerevisiae CIT2-GFP strain, 3 h; 100 means same as DMSO wells; 320,000 compounds, 0.065% hits;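 active means GFP response relative to DMSO above a set limit, near the screen mean plus 3 SD, cut at about 150% in these data; inconclusive means Fewer than 70 cells measured for a yeast strain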;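 further: ratio of well median GFP fluorescence to mean of DMSO wells on the plate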
MEP2-GFP yeast – modulators of MEP2-GFP levels in yeast, primary screen, S. cerevisiae, multiplex flow cytometry, MLPCN library; GFP response vs DMSO, % at 10 µM; AID 2016, 2009; S. cerevisiae MEP2-GFP strain, 3 h; 100% = DMSO control level; 330,000 compounds, 0.51% hits;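 active means GFP response versus DMSO above a set limit, roughly screen mean plus 3 SD, cut at about 180% in these data; inconclusive means fewer than 70 cells counted for a yeast strain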;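 further: median GFP fluorescence of the barcode-gated MEP2-GFP cells per well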
Numbers without * were called inactive; ? = inconclusive; . = not tested or not shown; & = joins results of further samples; [ ] = another dose, or the depositor's remark.

Second line of a record – GRK2 inh	RPL19A TOR yeast	AGP1-GFP MLPCN	LAP4 TOR yeast	GASC-1 inh	VLA-4 inh	CIT2-GFP yeast	MEP2-GFP yeast
#1 CC(NC(=O)COC(=O)/C=C/c1ccco1)c1ccccc1 (stereo not drawn)
 : 5	100	106	115	2	-2	95	109
#2 c1ccc(-c2ccc(-n3ccnc3)cc2)cc1
 : 3	95	94	121	-1	-4	93	101
#3 O=C(c1ccc(Cl)cc1)c1nnc(-c2ccncc2)o1
 : 0	88	94	95	7	19	95	97
#4 O=C(Nc1ccnn1C1CCN(Cc2cccc(OCCO)c2)CC1)c1cccc(F)c1
 : 0	98	103	105	-3	11	99	103
#5 CC(C)(C)c1ccc(-c2nnc(SCC(=O)Nc3sc4c(c3C#N)CCCC4)o2)cc1
 : 1	109	108	100	5	8	112	109
#6 COc1cc(C(N)=O)cc(Br)c1OC
 : 0	101	102	99	4	-1	110	103
#7 Cc1ccc(C(=O)COC(=O)c2cccc([N+](=O)[O-])c2)s1
 : 0	94	93	90	2	11	89	97
#8 COC(=O)c1ccccc1NC(=O)C1COc2ccccc2O1 (stereo not drawn)
 : 0	91	89	108	-1	-3	83	91
#9 Nc1c(-c2ccccc2)c(CN2CCOCC2)nn1-c1ccc(C(=O)O)cc1
 : 4	98	94	94	-3	-3	91	92
#10 CCOC(=O)c1c(C)[nH]c(C)c1C(=O)CSc1nnc(-c2ccncc2)n1Cc1ccccc1
 : 1	94	95	95	-1	10	97	101

Second line of a record – GRK2 inh	RPL19A TOR yeast	AGP1-GFP MLPCN	LAP4 TOR yeast	GASC-1 inh	VLA-4 inh	CIT2-GFP yeast	MEP2-GFP yeast
#11 C=CC[n+]1c(-c2ccc(C)cc2)csc1NNC(=O)Nc1ccccc1
 : 0	92	97	118	-12	7	96	103
#12 COc1ccc(OCCCC(=O)Nc2nnc(C3CCCO3)s2)cc1 (stereo not drawn)
 : 1	89	87	78	92	1	.	93
#13 Cc1csc(N/N=C/c2ccc([N+](=O)[O-])cc2)n1
 : 0	91	90	90	-10	-3	93	102
#14 COc1cc(/C=N/N(C)C)cc(Br)c1O
 : 12	40*[may fluoresce violet]	?	73[may fluoresce violet]	9	-2	?	461*[may fluoresce violet]
#15 O=c1c2c([N+](=O)[O-])cc([N+](=O)[O-])cc2sn1-c1ccc(Br)cc1
 : 0	32*	12	62	0	-21	37	78
#16 O=[N+]([O-])c1ccccc1S(=O)(=O)Nc1ccc(-c2ccc3nncn3n2)cc1
 : 1	99	108	99	4	23	108	104
#17 COc1ccc(C2C(C(=O)Nc3ccccc3)=C(C)Nc3nc(CCCO)nn32)cc1 (stereo not drawn)
 : 2	99	110	78	-1	9	94	91
#18 COc1cccc(NC(=S)NNC(=O)c2c([N+](=O)[O-])c(C)nn2C)c1
 : 0	96	.	92	-1	8	98	100
#19 CCCN(CC(=O)Nc1ccccc1C)C(=O)c1ccc(Cl)c(S(=O)(=O)N2CCCC2)c1
 : 0	103	111	107	-4	-1	101	108
#20 COc1ccc(OCC(O)CNC(=O)c2cccs2)cc1 (stereo not drawn)
 : 2	93	111	100	42	-2	112	86

Second line of a record – GRK2 inh	RPL19A TOR yeast	AGP1-GFP MLPCN	LAP4 TOR yeast	GASC-1 inh	VLA-4 inh	CIT2-GFP yeast	MEP2-GFP yeast
#21 COCCn1c(SCC(=O)Nc2ccc3c(c2)OCCO3)nc2c(c1=O)SC(C)C2 (stereo not drawn)
 : 2	96	95	96	.	16	87	94
#22 CC1CC(C)CN(S(=O)(=O)c2ccc3c(c2)C(C)(C)C(=O)N3C)C1 (stereo not drawn)
 : 3	100	102	96	-1	-5	99	96
#23 CCOC(=O)c1c(NC(=O)Cn2cnc([N+](=O)[O-])n2)sc(C)c1C
 : 9	103	95	91	5	3	98	92
#24 COc1ccc(C(=O)Oc2cc(/C=N/NS(=O)(=O)c3ccc(C)cc3)ccc2OC)cc1
 : 0	98	99	97	1	-1	93	95
#25 Cc1[nH]c2ccccc2c1C(=O)CN1CCC(C)CC1
 : 0	96	100	.	26	-21	90	111
#26 CCCCOc1ccc(C(=O)N/C(=C\c2ccc(OC)cc2)C(=O)OCc2ccco2)cc1
 : 0	100	101	96	8	5	102	97
#27 CC1(C)Cc2cccc(OCC(=O)O)c2O1
 : 3	100	100	110	3	0	89	103
#28 Cc1nc2ccc(NC(=O)CS(=O)(=O)c3ccccc3)cc2s1
 : 4	103	108	109	-1	0	95	99
#29 Cc1ccc(-c2nnn(CC(=O)N(Cc3ccccc3)C(C(=O)NC(C)(C)C)c3ccncc3)n2)o1 (stereo not drawn)
 : 4	.	103	95	11&2	0	98	99
#30 C=CCn1c(=O)/c(=C\c2ccccn2)s/c1=C(/C#N)C(=O)NCC1CCCO1 (stereo not drawn)
 : 0	97	107	100	-8	-14	106	104

Second line of a record – GRK2 inh	RPL19A TOR yeast	AGP1-GFP MLPCN	LAP4 TOR yeast	GASC-1 inh	VLA-4 inh	CIT2-GFP yeast	MEP2-GFP yeast
#31 Oc1cc(-c2ccccc2)c2ccccc2c1
 : 3	105	86	103	4	18	106	106
#32 CCc1nnc(NC(=O)CSc2nnc(C)c(=O)n2N)s1
 : 0	102	100	93	3	-2	102	94
#33 OCCCC1CCCCN1Cc1nc(Cc2ccccc2Cl)no1 (stereo not drawn)
 : 2	101	102	104	1	-4	103	101
#34 CCC(=O)C(C#N)(c1ccc(OC)c(OC)c1)C(C)C (stereo not drawn)
 : 0	96	96	93	4	-11	103	101
#35 CCN(CC)c1ccc(C=Nc2cccc(S(=O)(=O)N3CCOCC3)c2)c(O)c1
 : 6	111	101	99	2	2	103	104
#36 O=C(c1cc2ccccc2cc1O)N1CCN(c2ccccc2O)CC1
 : 3	88	91	94	1	10	83	92
#37 COC(=O)CN1C(=O)[C@H]2[C@@H](/C=C/c3ccccc3)N3C(=O)CN(Cc4ccccc4)C(=O)[C@@]3(Cc3ccccc3)[C@H]2C1=O
 : 0	96	90	105	-4	-9	76	95
#38 CC1CCN(C(=O)CSc2nncn2C)CC1
 : 0	100	104	103	1	7	110	101
#39 CCn1c2ccccc2c2cc(NC(=O)COC(=O)C3CCC(=O)N3)ccc21 (stereo not drawn)
 : 0	92	97	92	0	16	99	94
#40 CS(=O)(=O)NCCNc1cc(Cl)ccc1[N+](=O)[O-]
 : 0	99	102	105	-6	12	107	95

Second line of a record – GRK2 inh	RPL19A TOR yeast	AGP1-GFP MLPCN	LAP4 TOR yeast	GASC-1 inh	VLA-4 inh	CIT2-GFP yeast	MEP2-GFP yeast
#41 O=C1CC(c2ccccc2)CC(O)=C1C=NCc1ccc(Cl)cc1 (stereo not drawn)
 : 0	101	102	107	1	20	95	100
#42 CNC(=O)c1nnn(-c2ccccc2)c1C(=O)NC
 : 0	98	100	99	-1	-8	107	101
#43 CC(C)NC(=O)/C(C#N)=C\c1ccc(N(C)C)c(Br)c1
 : 1	103	94	99	-1	9	96	97
#44 CN(CCCC(=O)NC1CC(C)(C)NC(C)(C)C1)S(=O)(=O)c1ccc([N+](=O)[O-])cc1
 : 0	96	102	116	-3	2	112	108
#45 CCN(c1ccccc1)S(=O)(=O)c1ccc(Oc2ccc(C(C)=O)cc2OC)nc1
 : 0	101	98	103	-3	18	87	96
#46 CCOP(=O)(OCC)C(NC(=O)Nc1ccc(C)cc1)C(N)=O (stereo not drawn)
 : 4	100	109	109	-39	-4	102	94
#47 COc1ccc(NC(=S)Nc2cccc3ccccc23)cc1OC
 : 0	101	102	102	9	8	98	98
#48 COCCNC(=O)/C(C#N)=C/c1ccc(OCc2ccc(F)cc2)cc1
 : 0	95	90	107	-5	11	84	92
#49 CC#CCc1cc2ccccc2c(=O)o1
 : 1	92	96	110	?	10	102	118
#50 CC(=O)Nc1ccc(S(=O)(=O)NC2=NCN(C)CN2)cc1
 : 0	102	99	101	-9	3	99	102

Second line of a record – GRK2 inh	RPL19A TOR yeast	AGP1-GFP MLPCN	LAP4 TOR yeast	GASC-1 inh	VLA-4 inh	CIT2-GFP yeast	MEP2-GFP yeast
#51 CN1CCN(C(=O)c2cc3nc(-c4ccccc4)cc(C(F)(F)F)n3n2)CC1
 : 0	?	?	?	3	0	?	?
#52 COc1ccc([C@H]2CC(=O)C=C(c3ccc(-c4ccccc4)cc3)C2)cc1OC
 : 0	89	90	89	-3	7	96	80
#53 COc1ccc2nc(NC(=S)NC(=O)c3ccco3)sc2c1
 : 3	115	107	92	15	1	107	107
#54 O=C(CCN1C(=O)/C(=C\c2ccccc2Cl)SC1=S)Nc1cccnc1
 : 3	97	102	100	-12	15	93	109
#55 COc1cc(OC)c(OC)cc1C#N
 : 4	100	99	106	4	26	97	98
#56 O=C(OC1CCOC1=O)c1cccc(S(=O)(=O)Nc2cccc(Cl)c2)c1 (stereo not drawn)
 : 3	102	94	85	-1	6	100	95
#57 CCOC(=O)C1C(=O)CC(C)(O)C(C(=O)OCC)C1c1ccc(OCC)cc1 (stereo not drawn)
 : 0	95	98	90	-3	0	93	95
#58 CCN(c1ccc(NC(=O)COC(=O)/C=C/c2cccs2)cc1)C(C)C
 : 3	95	97	99	2	11	90	93
#59 CNC(=S)N/N=C(\C)c1ccc2c(c1)OCO2
 : 2	97	89	93	-19	9	93	97
#60 COCCOC(=O)C1=C(C)NC(=S)NC1/C=C/c1ccccc1 (stereo not drawn)
 : 3	100	92	92	-6	6	96	106

2 of the compounds above, as a markdown table:
| nr | canonical_smiles | GRK2 inh | RPL19A TOR yeast | AGP1-GFP MLPCN | LAP4 TOR yeast | GASC-1 inh | VLA-4 inh | CIT2-GFP yeast | MEP2-GFP yeast |
| --- | --- | --- | --- | --- | --- | --- | --- | --- | --- |
| 40 | CS(=O)(=O)NCCNc1cc(Cl)ccc1[N+](=O)[O-] | 0 | 99 | 102 | 105 | -6 | 12 | 107 | 95 |
| 41 | O=C1CC(c2ccccc2)CC(O)=C1C=NCc1ccc(Cl)cc1 (stereo not drawn) | 0 | 101 | 102 | 107 | 1 | 20 | 95 | 100 |

Next results
Second line of a record – GRK2 inh	RPL19A TOR yeast	AGP1-GFP MLPCN	LAP4 TOR yeast	GASC-1 inh	VLA-4 inh	CIT2-GFP yeast	MEP2-GFP yeast
#61 Nc1ccc(OCC(O)C[n+]2ccc(CCS(=O)(=O)[O-])cc2)cc1 (stereo not drawn)
 : 0	90	95	107	14	-8	90	87
#62 CCS(=O)(=O)N1CCC(C(=O)Oc2ccccc2OC)CC1
 : 0	105	112	95	-1	1	100	111
#63 CCN(CC(=O)NC(C)(C)C)C(=O)CCl
 : 4	98	97	91	-10	17	94	90
#64 Cc1cc(C)c(C)c(OCCn2ccnc2)c1
 : 1	104	100	98	-12	1	105	105

Assay outcomes: PubChem, several laboratories
